DNMT1 inh – inhibitors of human DNMT1. P26358. DNMT1 molecular beacon, Hinp1I cleavage, fluorescence. inhibition (reported as % activation of signal), % at 10 µM. actives 0.83% (n = 360,000). AID 588458; in the data active means inhibition above about 50%
LMPTP block – LMPTP (human) inhibition. recombinant LMPTP-A, OMFP fluorogenic substrate, fluorescence intensity. AID 651560. actives 0.22% (n = 360,000). P24666. inhibition, % at 20 µM;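 active means compounds that cut the enzyme signal by at least half of the control window in the single-dose screen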;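 further: plate controls were DMSO wells with enzyme plus substrate for no effect and substrate without enzyme for full effect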
Target sequence (P24666 whole entry, looked up): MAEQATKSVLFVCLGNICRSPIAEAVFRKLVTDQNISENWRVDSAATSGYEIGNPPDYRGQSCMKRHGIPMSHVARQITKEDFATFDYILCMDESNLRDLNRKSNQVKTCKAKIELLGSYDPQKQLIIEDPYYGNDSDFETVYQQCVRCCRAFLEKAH
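Buffer or medium: Bis-Tris pH 6.0, DTT, detergent; Assay system: LMPTP-A enzyme; Quantity: 0.625 nM enzyme; Detection: endpoint fluorescence intensity; Times: 50 min dark incubation at room temperature; Controls: substrate-only low control, DMSO enzyme-plus-substrate high control; Doses: single 20 µM dose; Read-out: percent inhibition versus substrate-only and uninhibited controls; Reagent: 400 µM OMFP.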
SUMO1-SIM PPI – modulators of human SUMO1-mediated protein-protein interactions; AID 602429; P63165; inhibition, % at 20 µM; SUMO1 binding to a labelled peptide, TR-FRET, 1 h; actives 0.33% (n = 360,000); in the data active means inhibition above about 37%
MsrA inhibitor – bovine MsrA inhibition. purified bovine MsrA, absorbance read-out. inhibition, % at 15.5 µM. actives 0.75% (n = 360,000). AID 651718; in the data active means inhibition above about 4.5%;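 further: 0% = vehicle wells with enzyme and 100% = reference inhibitor wells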
Tb MetRS inh – blocks T. brucei methionyl-tRNA synthetase activity | purified T. brucei MetRS, ATP depletion, Kinase-Glo luminescence | actives 0.4% (n = 360,000) | inhibition, % at 11.9 µM;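 active means inhibition above a per-plate cutoff of the control wells' mean inhibition plus 3 SD, cut at about 5.5% in these data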;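 further: 0% = DMSO wells median and 100% = median of wells with control inhibitor compound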
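Material – parasite MetRS enzyme · Medium – HEPES-MgCl2-KCl buffer plus DTT, spermine, BSA, pyrophosphatase · Reagent – ATP, methionine and E. coli bulk tRNA substrates · Times – 15 min enzyme-compound preincubation, 2 h reaction, 10 min detection, 25 °C · Measured by – luminescence of leftover ATP · Evaluation – percent inhibition relative to median high and low control wells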
CSN inh – blocks human CSN-mediated cullin deneddylation | inhibition, % at 12.5 µM | actives 0.38% (n = 360,000) | Purified CSN, SCF-Nedd8-OG deneddylation, fluorescence polarization;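 active means pattern-corrected inhibition above about 35%, with an unprinted fluorescence ratio check between 0.5 and 1.5, limit read from the data, passing the limit was not always enough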;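 further: 0% = enzyme with substrate and 100% = substrate without enzyme; some results filed as inactive read as strong as hits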
Target sequence (Q92905 whole entry, looked up, one chain of several): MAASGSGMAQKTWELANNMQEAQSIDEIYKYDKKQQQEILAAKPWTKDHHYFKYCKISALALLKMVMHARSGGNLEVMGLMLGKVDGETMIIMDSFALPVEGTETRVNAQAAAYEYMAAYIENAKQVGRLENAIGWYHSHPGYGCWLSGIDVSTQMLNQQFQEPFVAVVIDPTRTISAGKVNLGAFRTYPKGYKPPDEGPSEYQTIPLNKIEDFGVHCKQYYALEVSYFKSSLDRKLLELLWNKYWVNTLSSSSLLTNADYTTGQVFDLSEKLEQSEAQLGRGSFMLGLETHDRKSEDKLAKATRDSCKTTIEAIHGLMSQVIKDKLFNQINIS
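Test system: Human Csn5 produced in HEK293T cells | Compound: 12.5 µM single point | Times: 90 min, room temperature | Signal: Fluorescence polarization readout | Read-out basis: % inhibition of substrate cleavage by Csn5 | Controls: no-enzyme wells high, enzyme-with-substrate wells low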
STEP block – STEP (human) phosphatase inhibition. P54829. recombinant STEP, OMFP fluorogenic substrate, fluorescence. inhibition, % at 20 µM. actives 0.25% (n = 360,000);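 active means inhibition at 20 µM, scaled per plate between control wells, above about 37%, limit read from the data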;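 further: 0% = DMSO with enzyme and substrate and 100% = substrate only without enzyme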
Target sequence (P54829 whole entry, looked up): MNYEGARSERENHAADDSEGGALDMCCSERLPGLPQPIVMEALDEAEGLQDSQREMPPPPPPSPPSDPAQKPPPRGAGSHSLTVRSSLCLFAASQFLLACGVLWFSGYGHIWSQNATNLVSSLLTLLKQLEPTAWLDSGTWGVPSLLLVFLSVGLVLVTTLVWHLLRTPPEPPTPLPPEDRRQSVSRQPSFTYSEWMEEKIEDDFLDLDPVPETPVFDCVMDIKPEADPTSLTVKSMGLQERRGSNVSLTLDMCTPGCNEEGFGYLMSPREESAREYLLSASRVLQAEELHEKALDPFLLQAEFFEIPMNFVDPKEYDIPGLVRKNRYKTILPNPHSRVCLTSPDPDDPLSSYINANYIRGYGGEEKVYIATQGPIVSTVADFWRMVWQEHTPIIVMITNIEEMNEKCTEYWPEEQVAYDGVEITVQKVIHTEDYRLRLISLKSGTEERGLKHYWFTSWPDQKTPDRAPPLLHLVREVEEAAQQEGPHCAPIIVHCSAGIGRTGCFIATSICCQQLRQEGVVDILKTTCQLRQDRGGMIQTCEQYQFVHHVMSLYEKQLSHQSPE
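System: isolated STEP enzyme; schedule: 20 min enzyme reaction at room temperature, protected from light; medium: Bis-Tris buffer pH 6.0, 2.5 mM DTT, 0.005% Tween 20; signal: fluorescence, 480/540 nm; dosing: single compound dose of 20 µM, 1% DMSO final; also added: OMFP substrate, 25 µM final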
Rpn11 block – inhibitors of human proteasome Rpn11. O00487. human 26S proteasome, Ub4-pepOG fluorescence polarization; 20S core pre-blocked with epoxomicin. calls only at 20 µM. actives 0.59% (n = 360,000). AID 588493;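 active means inhibition at 20 µM, scaled to each plate's controls, above about 33%, limit read from the data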
Scp1 inh – Scp-1 (human) phosphatase inhibition. Recombinant Scp1, phosphopeptide, malachite green phosphate absorbance. inhibition, % at 20 µM. actives 0.88% (n = 340,000);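 active means inhibition above about 50% at 20 µM, limit read from the data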;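 further: plate controls were DMSO wells with enzyme for no effect and wells lacking enzyme for full effect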
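Times: enzyme reaction 45 min at room temperature, colour 5 min, stabilisation 30 min. Material: SCP-1 catalytic fragment, aa 76-261. Medium: Acidic Tris acetate buffer with magnesium and detergent. Signal: colorimetric free-phosphate detection, absorbance 630 nm. Read-out basis: % inhibition of SCP-1 phosphate liberation. Reagent: Phosphorylated 17-residue peptide substrate.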
NadD block – blocks S. aureus nicotinate mononucleotide adenylyltransferase; purified NadD enzyme, colorimetric absorbance read-out; inhibition, % at 20 µM; actives 0.78% (n = 360,000); in the data active means inhibition above about 26%; further: some compounds past the cut are filed as inactive
The depositor's hits bear a star; i = inactive; / = not tested or not shown. Outcome played no part in choosing rows; 3.9% or so of the library scored in one or more.

DNMT1 inh | LMPTP block | SUMO1-SIM PPI | MsrA inhibitor | Tb MetRS inh | CSN inh | STEP block | Rpn11 block | Scp1 inh | NadD block | canonical_smiles
5.2 | -0.8 | 1.6 | -0.2 | 0.5 | 2.2 | -15.1 | i | -3.3 | -2.3 | O=C(CSc1nnc(Nc2ccccc2)s1)NCc1ccco1
/ | 3.8 | -1.4 | / | -0.7 | 7.3 | / | / | / | 8.0 | Cc1cccc(C)c1N1CCN(C(c2cc3ccccc3o2)c2nnnn2C(C)(C)C)CC1 (configuration not stated)
-2.9 | 1.2 | -3.1 | 0.9 | 0.3 | 4.1 | -1.8 | i | -12.4 | 6.7 | O=C(/C=C/c1ccc(-c2ccccc2)o1)c1ccccc1
0.6 | -1.5 | 1.1 | / | -1.2 | -0.8 | 2.3 | i | 0.4 | -0.8 | CC1CC(C)CN(S(=O)(=O)c2ccc(C(=O)NCCCn3ccnc3)cc2)C1 (configuration not stated)
-5.8 | -1.7 | 7.3 | -0.9 | -0.6 | -0.8 | -1.4 | i | 0.3 | -3.5 | CNc1nc2c(c(=O)n(C)c(=O)n2C)n1CCCc1ccccc1
-0.2 | 0.6 | -3.9 | / | 1.2 | -0.2 | -0.7 | i | 0.6 | 14.0 | C=CCN1C(=O)C(O)(CC(=O)c2ccc(Cl)cc2)c2ccccc21 (configuration not stated)
0.4 | -0.4 | -0.4 | 0.7 | 0.5 | -1.1 | -1.4 | i | -10.4 | -6.4 | CCC(COC)NC(=O)CCc1nnc(Cc2cccc(C(F)(F)F)c2)o1 (configuration not stated)
1.1 | 0.9 | 2.9 | 0.5 | -0.2 | 5.7 | -0.1 | i | -8.0 | -6.0 | CN(C)C(CNc1ncnc2sc3c(c12)CCCCC3)c1ccco1 (configuration not stated)
/ | 0.0 | 3.6 | -1.3 | 0.5 | -2.0 | / | / | / | 0.2 | COC(=O)[C@]12CCCCC=C1N(CCC1=CCCCC1)C(=O)[C@H](CC(=O)N1CCN(C(=O)C3CC3)CC1)C2
1.8 | -4.6 | -3.4 | 0.4 | 1.1 | 0.7 | -0.3 | i | 2.1 | -1.7 | CCN(CC(=O)Nc1ccccc1OC)C(=O)CSCc1ccc(C)cc1
-6.2 | 1.3 | -0.5 | -0.4 | 0.1 | 0.2 | -0.9 | i | 3.2 | 0.8 | CNC(=S)N(CCc1c(C)[nH]c2ccccc12)Cc1ccco1
4.3 | -0.4 | 5.6 | 0.6 | -0.4 | -1.1 | 1.0 | i | -6.7 | -10.3 | CCOC(=O)c1cc2c(ccn2-c2ccc(F)cc2)n1CC(=O)N1CCN(C(=O)c2ccco2)CC1
-0.8 | -0.9 | -3.2 | 0.0 | -0.2 | -1.4 | 3.3 | i | / | -3.5 | COc1ccc(NC(=O)C2Cc3c(-c4ccc(NC(C)=O)cc4)ccnc3O2)cn1 (configuration not stated)
0.6 | -2.1 | -0.4 | 2.6 | 0.0 | 0.3 | -0.1 | i | -9.5 | 0.2 | O=C(N/C(=C/c1ccc2c(c1)OCO2)C(=O)N1CCOCC1)c1cccs1
-0.9 | 0.0 | -3.1 | 1.4 | 0.2 | -0.6 | 0.3 | i | -9.5 | -4.7 | CC1=CC(C)(C)N(C(=O)CN2C(=O)c3ccccc3C2=O)c2ccccc21
4.3 | -1.4 | -2.7 | -0.5 | 0.1 | -2.8 | -2.6 | i | -11.1 | -3.5 | C[C@@H](O)c1nc2ccccc2n1N
-1.4 | -0.3 | -1.8 | -0.8 | 0.0 | -6.0 | -0.7 | i | -7.4 | 4.0 | O=C(CCNC(=O)c1ccccc1Cl)NC1=NCCS1
-2.2 | 0.6 | -15.5 | 2.9 | 0.0 | -3.2 | 2.5 | i | -2.4 | -2.0 | Cc1cc(O)c(C)c(O)c1/C=N/NC(=O)c1cccnc1
2.1 | -1.1 | -0.2 | 0.0 | -1.1 | -6.8 | 0.9 | i | -5.0 | -6.5 | Fc1ccc(C2=CSC3=NCCN23)cc1
-1.8 | 0.2 | -0.5 | 0.1 | -0.2 | 1.0 | -0.7 | i | -8.2 | 7.0 | CCCN(C(=O)c1cc(S(=O)(=O)N(C)c2ccc(OCC)cc2)ccc1C)C1CCS(=O)(=O)C1 (configuration not stated)
-5.4 | -1.0 | 0.2 | -0.1 | -0.2 | 0.5 | -2.3 | i | 8.4 | -0.6 | Cc1ccc(-c2cc(C(=O)Nc3cc(C)on3)c3ccccc3n2)cc1
-14.8 | 9.1 | 2.7 | / | -0.4 | -1.4 | 3.6 | i | -3.8 | 23.1 | N#Cc1ccc(C23CC4(C2)[C@H](CN(P(=O)(c2ccccc2)c2ccccc2)[C@@H]4c2ccccc2)C3c2ccc(Cl)nc2)cc1 (some centres not stated)
-2.4 | 3.4 | 0.6 | -0.1 | -0.5 | -3.7 | -0.2 | i | -2.7 | -9.9 | CCCCOc1ccc(S(=O)(=O)Nc2cc(OC)ccc2OC)cc1
-8.4 | 1.2 | -4.7 | 2.1 | -0.3 | -7.9 | 2.0 | i | 0.7 | 24.1 | O=[N+]([O-])c1cccc(-n2cccc2/C=N/Nc2nc(N3CCCCC3)nc(N3CCCCC3)n2)c1
-22.6 | 3.6 | -19.4 | 0.8 | -0.2 | 3.9 | 0.8 | i | -10.9 | -2.4 | CC(/C=C1\SC(=O)N(CC(=O)Nc2cccc(O)c2)C1=O)=C\c1ccccc1
3.1 | 0.2 | -5.4 | 3.0 | -0.3 | -0.5 | 1.8 | i | -5.9 | 0.2 | CCCCCn1c(Sc2nc3ccccc3s2)nc2c1c(=O)[nH]c(=O)n2C
0.5 | -1.6 | -2.2 | -0.2 | 3.0 | 0.5 | 0.4 | i | -3.1 | -3.6 | COCCn1c(SCC(=O)NC(=O)NC(C)C)nc2ccccc21
3.0 | -1.3 | -1.8 | 1.5 | 0.0 | 4.2 | 8.1 | i | -3.3 | -2.5 | CCCCc1cc(=O)oc2c(CN(CC)CC)c(O)c(Cl)cc12
1.1 | -0.1 | -22.3 | -0.4 | -0.8 | 0.2 | -3.9 | i | 3.1 | -0.7 | CN(CCO)C(=O)c1cccc2c1-c1ccccc1C2=O
-4.0 | 1.0 | 0.0 | -0.9 | 1.1 | 2.7 | 1.9 | i | 3.0 | 34.5* | Cc1cc(-c2csc(NC(=O)c3ccc(C#N)cc3)n2)c(C)n1Cc1ccccc1
2.0 | -1.2 | -25.2 | 1.2 | -1.0 | 0.4 | -1.0 | i | -1.1 | -7.4 | CN(CC(=O)NCCN1CCN(Cc2ccccc2)CC1)S(=O)(=O)c1cccc2nsnc12
1.7 | -2.6 | 4.3 | -0.8 | 0.1 | -2.3 | 2.0 | i | -8.7 | -4.9 | O=C(O)c1ccc(NC(=O)C2C3CCC(O3)C2C(=O)O)cc1 (configuration not stated)
-1.8 | 0.2 | 4.6 | 1.2 | 0.6 | 1.9 | -0.3 | i | -11.6 | -3.7 | COC(=O)c1sccc1NS(=O)(=O)c1ccccc1
-11.1 | 1.1 | 5.8 | 0.2 | 0.7 | -3.1 | 1.2 | i | -5.8 | -0.3 | O=C(CSc1nnc(-c2ccc(Cl)cc2)n1Cc1ccco1)Nc1ccc2c(c1)OCCO2
-6.3 | 2.2 | 1.0 | 0.8 | -1.2 | 5.2 | 2.5 | i | -17.2 | -8.0 | COc1ccc(-c2nnn(CC(=O)N(Cc3cccs3)C(C)C(=O)NC3CCCC3)n2)cc1OC (configuration not stated)
-10.8 | 2.2 | -30.2 | 0.0 | -0.8 | -2.0 | 3.8 | i | -7.2 | 7.6 | O=C(NC1CCN(C(=O)N2c3ccccc3Sc3ccccc32)CC1)c1ccccc1Cl
-3.0 | -1.6 | 1.3 | -0.7 | 0.7 | -3.7 | 0.9 | i | -4.0 | 4.8 | CCCCCCCCc1nc(SC(C)C(=O)O)n[nH]1 (configuration not stated)
1.0 | -0.2 | -0.7 | 0.2 | -0.4 | 2.3 | 1.3 | i | -0.7 | 3.6 | CCNC(=S)N1CCN(Cc2ccc3c(c2)OCO3)CC1
2.0 | -1.5 | 9.3 | 1.6 | -0.3 | 110.9 | -3.5 | i | 6.2 | -1.0 | COc1ccc([C@@H]2CC=C(C(=O)O)[C@H](c3ccccc3F)N2S(=O)(=O)c2ccc(C)cc2)cc1OC
-0.9 | 0.3 | 7.2 | 1.5 | -0.1 | -1.9 | 9.8 | i | -2.3 | 1.4 | O=C(C1=C[C@@H](C2CC2)C[C@@H](OCCCCO)O1)N1CCN(Cc2ccc3c(c2)OCO3)CC1

Four neighbouring compounds from above, quoted:
DNMT1 inh | LMPTP block | SUMO1-SIM PPI | MsrA inhibitor | Tb MetRS inh | CSN inh | STEP block | Rpn11 block | Scp1 inh | NadD block | canonical_smiles
2.0 | -1.2 | -25.2 | 1.2 | -1.0 | 0.4 | -1.0 | i | -1.1 | -7.4 | CN(CC(=O)NCCN1CCN(Cc2ccccc2)CC1)S(=O)(=O)c1cccc2nsnc12
1.7 | -2.6 | 4.3 | -0.8 | 0.1 | -2.3 | 2.0 | i | -8.7 | -4.9 | O=C(O)c1ccc(NC(=O)C2C3CCC(O3)C2C(=O)O)cc1 (configuration not stated)
-1.8 | 0.2 | 4.6 | 1.2 | 0.6 | 1.9 | -0.3 | i | -11.6 | -3.7 | COC(=O)c1sccc1NS(=O)(=O)c1ccccc1
-11.1 | 1.1 | 5.8 | 0.2 | 0.7 | -3.1 | 1.2 | i | -5.8 | -0.3 | O=C(CSc1nnc(-c2ccc(Cl)cc2)n1Cc1ccco1)Nc1ccc2c(c1)OCCO2

Next records
DNMT1 inh | LMPTP block | SUMO1-SIM PPI | MsrA inhibitor | Tb MetRS inh | CSN inh | STEP block | Rpn11 block | Scp1 inh | NadD block | canonical_smiles
0.8 | 3.1 | -18.0 | 1.9 | -6.0 | -8.4 | 0.0 | i | -0.9 | -0.3 | Cc1[nH]n(-c2ccc([N+](=O)[O-])cc2)c(=O)c1/C=N/N1CCOCC1
9.1 | -24.0 | -9.4 | 0.9 | -0.3 | -3.4 | 0.6 | i | -2.8 | -5.0 | Cc1cc(O)ccc1N=Cc1c(C(F)(F)F)[nH][nH]c1=O
-2.3 | -0.7 | 1.4 | -0.1 | -0.3 | -0.1 | -1.9 | i | -9.3 | -3.3 | CN(CC(O)Cn1cnc2c1c(=O)n(C)c(=O)n2C)c1ccccc1 (configuration not stated)
-1.0 | 0.1 | 0.1 | 0.7 | -0.7 | 2.2 | 1.0 | i | -7.0 | -5.4 | CCOc1ccc(C2C(C#N)=C(N)Oc3cc(C)n(CCN(C)C)c(=O)c32)cc1OCC (configuration not stated)

From PubChem BioAssay
